RGS12 GoLoco inh: inhibitors of human Gai1-RGS12 GoLoco interaction (red fluorophore). Potency, µM (top dose mostly 61.6 µM), without a hit: at the highest dose activity, negative = inhibition, hits mostly inhibitors. Gai1:RGS12 GoLoco peptide FP, rhodamine, 10 min. 230,000 compounds, 0.44% hits. P63096. AID 880; active means well fitted inhibition curve with a large enough effect, not every such curve was filed as active; inactive means no such curve, though single readings can be large or run the other way; further: nearly all actives have a fitted effect of over 30% in size; many of its hits are not listed in these tables
KDM4E inh: inhibitors of human JMJD2E histone demethylase; B2RXH2; JMJD2E catalytic domain, FDH-coupled NADH fluorescence (FDH is formaldehyde dehydrogenase); Potency, µM (series often up to 57.1 µM), for the others: top-dose activity change, negative = inhibition, actives largely listed as inhibitors; 230,000 compounds, 1.6% hits; active means well fitted inhibition curve with a large enough effect, not every such curve was filed as active; inconclusive means small, poorly fitted or top-dose-only effect, or another doubt; inactive means no such curve, though single readings can be large or run the other way;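 further: 0% = wells with enzyme and -100% = buffer wells without enzyme; nearly all actives have a fitted effect of over 50% in size; many of its hits are not listed in these tables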
Target sequence (B2RXH2 1-337 limits assumed): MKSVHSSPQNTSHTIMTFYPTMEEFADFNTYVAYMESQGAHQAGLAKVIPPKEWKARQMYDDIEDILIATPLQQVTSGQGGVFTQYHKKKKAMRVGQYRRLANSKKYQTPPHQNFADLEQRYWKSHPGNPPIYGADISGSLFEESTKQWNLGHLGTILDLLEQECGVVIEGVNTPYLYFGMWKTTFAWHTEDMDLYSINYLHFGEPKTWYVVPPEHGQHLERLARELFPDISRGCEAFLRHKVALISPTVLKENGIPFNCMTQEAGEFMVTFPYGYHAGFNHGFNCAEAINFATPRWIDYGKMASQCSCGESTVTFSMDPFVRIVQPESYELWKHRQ
Tau fibril ThT: inhibitors of human tau fibril formation, thioflavin T binding; P10636; recombinant tau K18 P301L (four-repeat tau fragment), heparin-induced fibrillization, ThT fluorescence; Potency, µM (doses to about 57.4 µM), for inactives: at the highest dose activity, negative = inhibition, hits mostly inhibitors; 270,000 compounds, 2.1% hits; further: nearly all actives have a fitted effect of over 55% in size
Target sequence (P10636 561-689 P618L limits assumed): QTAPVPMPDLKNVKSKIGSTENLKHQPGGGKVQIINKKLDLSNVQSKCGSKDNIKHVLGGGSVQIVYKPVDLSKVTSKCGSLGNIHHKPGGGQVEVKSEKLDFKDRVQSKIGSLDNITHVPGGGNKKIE
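K18 P301L tau (15 uM + 0.24 uM Alexa 594-tagged), heparin 20 uM, NaOAc pH 7, 6 h 37 C; ThT 30 uM, 1 h RT, ex 450/em 510 nm.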
TexasRed fluor: Texas Red fluorescence interference in TRb-SRC2 counter-screen; Potency, µM (top dose mostly 106 µM), for inactives: at the highest dose fluorescence change, negative = quenching; AID 1479; 280,000 compounds, 0.29% hits; TRb/SRC2 Texas Red total fluorescence interference; active means well fitted curve in either direction with a large enough effect; inconclusive means small, poorly fitted or top-dose-only effect
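Flags fluorescent or light-absorbing compounds by total fluorescence, S + 2P, at 555 nm excitation and 632 nm emission. Mixture: 20 nM Texas Red SRC2 peptide, 0.6 uM human TRb LBD, 1 uM T3, 5% DMSO; compound exposure 5 h at ambient temperature.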
Tau fibril FP: blocks human tau fibril formation measured by polarization. K18 P301L tau heparin fibrillization, Alexa594 FP, 6 h. Potency, µM (doses to about 57.7 µM), without a hit: top-dose activity, negative = inhibition, hits mostly inhibitors. 280,000 compounds, 0.39% hits; further: nearly all actives have a fitted effect of over 55% in size
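FP of Alexa 594-tau after heparin (20 uM) induction. Substrate: human K18 P301L, 15 uM unlabeled, 0.24 uM labeled. Buffer 100 mM sodium acetate pH 7. 6 hr, 37 C.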
RECQ1 inh: blocks DNA unwinding by human RECQ1; RECQ1 DNA unwinding, red fluorescence kinetic read; Potency, µM (titrated, usually from 57.3 µM), for the others: top-dose activity, negative = inhibition, most hits filed as inhibitors; 240,000 compounds, 0.54% hits; P46063;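 further: plate controls were vehicle for no effect and no enzyme for full effect; nearly all actives have a fitted effect of over 30% in size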
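50 nM RECQ1T1 preincubated 15 min with compound in Tris pH 8.0 buffer with MgCl2, DTT, Tween-20 and 2.5 ug/ml poly(dI-dC); started with 200 nM TAMRA/BHQ-2 forked duplex and 2 mM ATP. Unwinding read as fluorescence (525/598 nm), two reads 2 h apart.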
TRb-SRC2 inh: TRbeta-SRC2 interaction inhibition; 280,000 compounds, 0.065% hits; Potency, µM (series often up to 106 µM), without a hit: top-dose activity change, negative = inhibition, actives largely listed as inhibitors; TRbeta-SRC2 peptide binding, fluorescence polarization; receptor liganded with 1 µM T3; P10828;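 further: plate controls were bound peptide for no effect and peptide without receptor for full effect; nearly all actives have a fitted effect of over 50% in size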
Target sequence (P10828 whole entry, looked up): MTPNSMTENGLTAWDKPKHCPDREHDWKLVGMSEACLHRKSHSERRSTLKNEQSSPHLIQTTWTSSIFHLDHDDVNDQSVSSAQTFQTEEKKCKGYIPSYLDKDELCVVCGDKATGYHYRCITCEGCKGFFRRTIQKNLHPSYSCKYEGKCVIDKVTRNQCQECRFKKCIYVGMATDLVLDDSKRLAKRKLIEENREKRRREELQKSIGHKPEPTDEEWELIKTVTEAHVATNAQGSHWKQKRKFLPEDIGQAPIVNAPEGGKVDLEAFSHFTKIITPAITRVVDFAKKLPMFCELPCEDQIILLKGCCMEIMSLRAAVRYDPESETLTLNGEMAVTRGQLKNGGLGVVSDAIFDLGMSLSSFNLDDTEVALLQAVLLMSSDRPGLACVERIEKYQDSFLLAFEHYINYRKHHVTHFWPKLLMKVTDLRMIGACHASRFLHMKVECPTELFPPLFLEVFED
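Quantitative HTS by FP: 0.6 uM TRb LBD, 20 nM labeled SRC2 20-mer, 1 uM T3, 5% DMSO; 5 hr ambient incubation; % activity per concentration and potencies from concentration series.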
L3MBTL1 block: L3MBTL1 (human) inhibition; AlphaScreen L3MBTL1–H3K9me1 peptide binding; AID 485360; 230,000 compounds, 0.66% hits; Q9Y468; Potency, µM (highest dose often 57.1 µM), for the others: top-dose activity, negative = inhibition, hits mostly inhibitors; further: nearly all actives have a fitted effect of over 60% in size
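L3MBTL1 50 nM + b-AHA-H3(1-15)K9me1 75 nM, 30 min RT; compound added, 30 min RT; streptavidin donor/Ni-chelate acceptor beads 10 ug/mL each final, 30 min RT dark; AlphaScreen read.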
* marks the source's active call; other numbers are inactive results; i = inactive; ? = inconclusive; nt = no result given; & = joins results of further samples; [ ] = another dose, or the depositor's remark. Unless noted, the call rests on the fitted dose curve; in most records, active means well fitted curve in the direction sought with a large enough effect; inconclusive means small, poorly fitted or top-dose-only effect, or another doubt; inactive means no such curve, though single readings can be large; an effect the other way counts as inactive or inconclusive. Unless noted, on the % scale 0 is the no-effect control and ±100 the full control effect; potency means the concentration at half of the fitted maximal effect. Only part of the results is shown; the hit share may differ from the screen's.

Start of the listing, in advance:
SMILES	RGS12 GoLoco inh	KDM4E inh	Tau fibril ThT	TexasRed fluor	Tau fibril FP	RECQ1 inh	TRb-SRC2 inh	L3MBTL1 block
Cc1oc(-c2ccc3ccccc3c2)nc1CN(C)C(C)c1ccncn1 (stereo not given)	13%	-8%	7%	1%[53 µM]	-9%	-15%	-12%[53 µM]	?
CSc1nc2c(c(-c3ccc(O)cc3)c1C#N)CCC2	6%	-19%	-11%	-4%	?	i	0%	nt

This part in full, previewed entries included:
SMILES	RGS12 GoLoco inh	KDM4E inh	Tau fibril ThT	TexasRed fluor	Tau fibril FP	RECQ1 inh	TRb-SRC2 inh	L3MBTL1 block
Cc1oc(-c2ccc3ccccc3c2)nc1CN(C)C(C)c1ccncn1 (stereo not given)	13%	-8%	7%	1%[53 µM]	-9%	-15%	-12%[53 µM]	?
CSc1nc2c(c(-c3ccc(O)cc3)c1C#N)CCC2	6%	-19%	-11%	-4%	?	i	0%	nt
O=C1OCCN1C(=O)[C@H]1[C@H](c2ccc(Cl)cc2)C(c2cccc(Cl)c2)=NN1c1ccccc1	4%&22%	-15%	-11%&9%	-2%&-6%	-12%&4%	-12%&-7%	2%&-7%	60%[activator]
O=C(Cc1cc(=O)[nH]c(=O)[nH]1)NCC1CCCO1 (stereo not given)	10%	5%	-2%	-3%	1%	-9%	-11%	nt
OCC1(Cc2ccccc2)CCN(Cc2ccc(C(F)(F)F)cc2)CC1	4%	9%	-6%	-1%	-2%	0%	3%	1%
COc1ccc(CNC(=O)C(=O)NCC2OCCN2S(=O)(=O)c2ccc3c(c2)OCCO3)cc1 (stereo not given)	10%	-5%	-8%	-2%	7%	i	3%	-14%
CC(C)(Sc1ccc(CCN(CCCCC2CCCCC2)C(=O)NC2CCCCC2)cc1)C(=O)O	10%&-1%&11%	-11%&-6%	?	1%	-1%&4%&13%	?	-6%	0%
CC(C)N(Cc1ccccc1)C(=O)CN1C(=O)CSc2ccc(S(=O)(=O)N3CCCC3)cc21	nt	nt	-2%	0%	9%	nt	-4%	nt
O=S(=O)(c1ccccc1)c1cccc(S(=O)(=O)N2CCCCC2)c1	10%	5%	1%	1%	7%	12%	?	nt
CCn1c(SCC(=O)c2ccc(OC)cc2)nnc1C(C)NC(=O)c1ccc(OC)cc1 (stereo not given)	2%	-5%	-11%	-2%	5%	1%	-9%	-1%
CC[N+](C)(CC)CC(=O)OCC1C(C)C=C(C)CC1C (stereo not given)	-27%	-8%	0%	3%	-4%	-3%	-1%	13%
CCn1nnnc1Oc1ccc(Cl)cc1	2%	2%	0%	0%	0%	-5%	0%	8%
COc1ccc(C2C(C(=O)Nc3ccccn3)=C(C)Nc3ncnn32)c(OC)c1 (stereo not given)	7%	4%	8%	0%	5%	0%	-8%	-6%
CC(C)C(=O)N1CCN(c2c(Cl)cccc2[N+](=O)[O-])CC1	-1%	9%	-8%	0%	-3%	i	7%	-4%
CCOCCCNC(=O)N[C@H](C(=O)OC)C(C)CC (stereo not given in full)	1%	2%	-7%	2%	0%	-2%	-6%	0%
O=C(CN1C(=O)NC2(CCc3ccccc3C2)C1=O)NCc1ccco1 (stereo not given)	-9%	-1%	-5%	1%	-3%	i	2%	nt
COc1ccc(C(=O)NCC(=O)OCc2ccccc2F)cc1	-4%	13%	-9%	-3%	-4%	-2%	-5%	0%
COc1ccc(C(=O)Nc2ccc(-c3nnn(CC(=O)NCc4ccco4)n3)cc2)cc1	1%	?	-8%	-2%	-15%	i	2%	nt
COc1ccc(-c2cc(N3C(=O)Nc4ccccc4N3O)n[nH]2)cc1OC	4%	6%	?	2%	-3%	-4%	-8%	-2%
COc1ccc(NC(=O)c2nc(-c3ccc(C)cc3)n3c2CCCCC3)cc1	nt	nt	-14%	-18%	-5%	nt	-5%	nt
O=C(Nc1ccccc1)c1cccnc1NCCc1ccccc1	-13%	?	-1%	0%	?	-21%	12%	30%
CC(C)OCCCNC(=O)CCN1C(=O)COc2ccccc21	4%	14%	-4%	-4%	-1%	-11%	-2%	4%
Cc1ccc(NC(=O)CSc2nnc(-c3cccnc3)n2CCN2CCCCC2)cc1	5%	-2%	0%	0%	5%	-4%	-2%	-4%
S=C(Nc1ccccc1)Nc1ccc(Br)cc1	4%	0%	?	1%	-14%	i	-5%	7%
CCOC(=O)NNC1CC(=O)N(c2ccc(OC)cc2)C1=O (stereo not given)	-2%	-14%	3%	-2%	-13%	-16%	-6%	1%
Cn1c(=O)n(C)c2cc(N3CCOCC3)c(NS(=O)(=O)c3ccc(Cl)cc3)cc21	nt	nt	-11%	-1%	-4%	nt	2%	nt
O=C(COC(=O)Cc1ccccc1[N+](=O)[O-])NCc1ccc(Cl)cc1	-24%	7%	-4%	11%	10%	0%	3%	6%
COc1cc(/C=C2\SC(=O)N(CCNC(=O)c3sc4cc(F)ccc4c3Cl)C2=O)cc(OC)c1OC	13%	4%	?	-3%	-6%	-9%	1%	1%
COc1cc2c(C#N)c(N3CCN(c4ccccc4OC)CC3)nc(N)c2c(N)n1	9%	?	18µM*	-10%	-10%	-10%	?	?
O=C1CC(N2CCc3ccccc32)C(=O)N1c1ccccc1 (stereo not given)	2%	4%	nt	-2%	-1%	-4%	-7%	nt
CCn1c(P(C)(=O)O)nc2cc(NC(=O)c3ccccc3Cl)ccc21	3%	2%	-6%	1%	7%	-3%	-8%	8%
CCCN(C(=O)c1cc2c(s1)-c1ccccc1SC2)c1ccccc1F	nt	nt	-13%	-1%	-5%	nt	2%	nt
COC(CN1CCc2c(C)nc3c(C#N)cnn3c21)OC	0%	?	-6%	-1%	3%	0%	1%	nt
Cc1ccccc1NC(=O)COC(=O)CCSc1ccccc1	-9%	-13%	-6%	-3%	1%	1%	-3%	nt
CCOC(=O)CSc1nnc(CNC(=O)c2cccs2)n1Cc1ccccc1	2%	10%	-8%	0%	-5%	-2%	11%	2%
Cc1cccc(CS(=O)(=O)c2ncc(Cl)c(C(=O)Nc3nc4ccc(F)cc4s3)n2)c1	nt	nt	10µM*	0%	-9%	nt	-16%	nt
Cc1ccccc1CNCc1c(C(=O)O)c(C)n(Cc2ccc(F)cc2Cl)c1C	nt	nt	-1%	-2%	1%	nt	5%	nt
CCOC(=O)c1sc(NC(=O)c2ccc(S(=O)(=O)N(C)C)cc2)nc1C	2%	10%	-6%	-1%	-10%	-7%	7%	nt
Cc1nn(Cc2ccccc2Cl)c(C)c1NC(=O)NC12CC3CC(CC(C3)C1)C2	4%	5%	-7%	0%	-2%	-6%	11%	4%
CCC1CCC2(CC1)NC(=O)N(CC(=O)c1c(C)[nH]c3ccccc13)C2=O (stereo not given)	12%	4%	-10%	-6%	-27%	-4%	0%	-7%
Cc1cc(C(=O)Nc2ccc(Cl)cc2)c(C)n1Cc1cccs1	8%	-2%	?	-1%	-10%	-24%	-7%	-13%
CCOc1ccccc1/C=N/NC(=O)CSc1n[nH]c(=O)[nH]c1=O	9%	-9%	3%	-1%	7%	i	0%	8%
CCOC(=O)c1sc2ncnc(N3CCN(C(=O)OCC)CC3)c2c1C	-8%	-23%	?	-1%	5%	-9%	-1%	13%
COc1ccc2c(c1)c1nc3ccccc3nc1n2Cc1ccc(OC(C)C)c(OC)c1	-6%	5%	?	-2%	5%	-5%	-1%	4%
Cc1ccc(NC(=O)N(Cc2cn(C)c3ccccc23)C2CCCCC2)cc1C	nt	nt	?	0%	-4%	nt	-2%	nt

Single records, from the list above:
`Cc1ccccc1NC(=O)COC(=O)CCSc1ccccc1` across the screens: RGS12 GoLoco inh = -9%; KDM4E inh = -13%; Tau fibril ThT = -6%; TexasRed fluor = -3%; Tau fibril FP = 1%; RECQ1 inh = 1%; TRb-SRC2 inh = -3%; L3MBTL1 block = nt
`CCn1c(P(C)(=O)O)nc2cc(NC(=O)c3ccccc3Cl)ccc21` across the screens: RGS12 GoLoco inh = 3%; KDM4E inh = 2%; Tau fibril ThT = -6%; TexasRed fluor = 1%; Tau fibril FP = 7%; RECQ1 inh = -3%; TRb-SRC2 inh = -8%; L3MBTL1 block = 8%

The list goes on.
SMILES	RGS12 GoLoco inh	KDM4E inh	Tau fibril ThT	TexasRed fluor	Tau fibril FP	RECQ1 inh	TRb-SRC2 inh	L3MBTL1 block
C/C(=N\Nc1cccc2cccnc12)c1ccc(N)cc1	42%[activator]	?	25µM*	-7%	?	-7%	-1%	-6%[11.4 µM]
COc1ccc([N+](=O)[O-])cc1NC(=O)C(C)OC(=O)c1ccccn1 (stereo not given)	6%	11%	1%	-4%	1%	-4%	-4%	nt
Fc1ccc(COc2ccccc2CNCc2ccncc2)cc1	-1%	1%	-3%	-7%	6%	-4%	-1%	15%
COc1ccc2c(c1)-c1c(ssc1=S)C(C)(C)N2S(=O)(=O)c1ccc(C)cc1	6%	-9%	-11%	7%	-8%	-12%	4%	?
CC(C)C1COc2cc3oc(=O)ccc3cc2O1 (stereo not given)	6%	?	-13%	-3%	1%	i	9%	nt
Cc1ccc(NC(=O)C(C)Sc2nnc(-c3cccnc3)o2)cc1 (stereo not given)	7%	?	1%	-1%	-2%	i	-11%	3%
Cc1ccc(NC(=O)CN2C(=O)S/C(=C\c3cc(C)n(-c4cccc(C(=O)O)c4)c3C)C2=O)cc1	-1%	?	?	-4%	13%	i	0%	-29%
CCCCOc1ccc(NC(=O)CSc2cccc3cccnc23)cc1	5%	?	?	0%	?	-4%	-9%	-5%
Oc1ccc(NCc2ccc(OCc3ccccc3)cc2)cc1	nt	nt	?	-13%[11.2 µM]	-7%	nt	0%[11.2 µM]	nt
CN1CCN(c2nc(Nc3cccc(C(F)(F)F)c3)nc(N3CCOCC3)n2)CC1	8%	0%	-2%	1%	-11%	i	-2%	20%[11.4 µM]
CCN(CCNC(=O)C1=C(C)C(=O)OC12CCC(C)CC2)c1ccccc1 (stereo not given)	-10%	1%	nt	-1%	4%	-9%	4%	nt
CCOC(=O)C(C(=O)NCc1ccc(C)cc1)c1ncc(C(F)(F)F)cc1Cl (stereo not given)	5%	10%	-3%	1%	4%	?	1%	2%
Cc1ccc(CNC(=O)c2c(Nc3c(C)cccc3C)sc(C(=O)c3ccccc3)c2N)cc1	nt	nt	?	4%	0%	nt	5%	nt
COc1ccc(OCC(O)CN2C(=O)c3ccccc3S2(=O)=O)cc1 (stereo not given)	0%	-7%	-11%	-3%	3%	-6%	-13%	-6%
